Compound activity as filed in PubChem.
TcdB inh = TcdB glycohydrolase inhibitors, primary screen, biochemical, single point, plate reader | Toxin B (Clostridioides difficile), P18177 | TcdB glycohydrolase enzymatic assay | inhibition, % at 9.99 µM | hit rate 0.24% among 350,000; in the data active = inhibition above about 10%
3CLpro inhibitor = SARS-CoV 3CLpro protease inhibitors, primary screen, biochemical, quenched FRET. Replicase polyprotein 1ab (Severe acute respiratory syndrome coronavirus), P0C6X7. recombinant SARS-CoV 3CLpro, quenched FRET peptide cleavage. inhibition, % at 6 µM. hit rate 0.14% among 290,000. AID 1706, 2009; in the data active = inhibition above about 12%
Yp Topo-I inh = Yersinia pestis topoisomerase I inhibitors, primary screen, biochemical, cleavage product accumulation, plate reader, single point. DNA topoisomerase I (Yersinia pestis CO92). Y. pestis Topo-I cleavage product accumulation. activity, % at 10 µM. hit rate 0.064% among 360,000; in the data active = activity above about 50%, passing the limit was not always enough; inconclusive = no clear call, values can overlap the other calls; note: inactives centre near 2
PriA SSB inh = inhibitors of Klebsiella pneumoniae PriA binding to SSB C-terminal tail, primary screen, biochemical, AlphaScreen; AlphaScreen SSBct-PriA binding, biotinylated peptide; inhibition, % at 33 µM; hit rate 0.6% among 430,000; AID 1272365, 2023; in the data active = inhibition mostly above about 37%, no sharp cut-off; inactive = mostly below about 20%;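 note: plate controls were negative control peptide for no effect and reference peptide for full effect; strong numbers were not always called active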
BoNT A protease = BoNT/A light chain protease inhibitors, primary screen, biochemical, flow cytometry, MLPCN library. multiplex microsphere protease substrate cleavage. Botulinum neurotoxin type A light chain protease (Clostridium botulinum A str. ATCC 3502). hit rate 0.17% among 360,000. inhibition, % at 10 µM; note: plate controls were buffer without enzyme for full effect and enzyme alone for no effect
Vc quorum ag = inducers of Vibrio cholerae quorum light production without autoinducers, primary screen, BH1578 luxS cqsA deficient, single point; V. cholerae BH1578 lux reporter, luminescence, 6 h; activation, % at 18.7 µM; hit rate 0.16% among 350,000; AID 588436, 2011; in the data active = activation mostly above about 9.7%, no sharp cut-off; inconclusive = no clear call, values can overlap the other calls; inactive = mostly below about 3.7%; note: not every result past the cut was called active; inactives centre near 0; reference of the scale not given here
Anthrax LF prot = Bacillus anthracis LF protease inhibitors, primary screen, biochemical, multiplex microsphere, MLPCN library; Lethal factor (Bacillus anthracis), P15917; multiplex microsphere protease cleavage assay; inhibition, % at 10 µM; hit rate 0.12% among 360,000; AID 588501, 2011; note: plate controls were buffer without enzyme for full effect and enzyme alone for no effect
PfHsp40 rescue = rescue of yeast from PfHsp40 toxicity, primary screen, S. cerevisiae, ATP luminescence. growth rescue, % at 12.5 µM. S. cerevisiae expressing PfHsp40, growth rescue. hit rate 0.68% among 340,000; in the data active = growth rescue above about 28%, passing the limit was not always enough; inconclusive = no clear call, values can overlap the other calls;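 note: yeast W303a lacking pdr1 and pdr3 grown in galactose medium; growth measured after three days at 30 °C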
PrPC TRFRET = inhibitors of human cell surface prion protein PrPC, primary screen, cell-based, TR-FRET; TR-FRET read-out; AID 720596, 2013; hit rate 0.43% among 370,000; Major prion protein (Homo sapiens), P04156; inhibition, % at 13.8 µM; in the data active = inhibition above about 24%; note: 0% = median of the test wells and 100% = reference compound wells
* = called active by the depositor; i = inactive; ? = inconclusive; · = no result given. Cut-off read from the data, not from the text of the source, unless noted: active = inhibition above about 30%; inconclusive = no clear call, values can overlap the other calls; inactive = below that.

SMILES	TcdB inh	3CLpro inhibitor	Yp Topo-I inh	PriA SSB inh	BoNT A protease	Vc quorum ag	Anthrax LF prot	PfHsp40 rescue	PrPC TRFRET
Cc1ccc(OCC(=O)Nc2sc3c(c2C#N)CC(C)(C)NC3(C)C)cc1	-3.4	2	0	-11	-0.7	3.5	-7	0.4	6
Cc1ccc(N(CC(=O)NCC2CCCO2)C(=O)Cn2nnc(-c3cccs3)n2)cc1 (stereo not given)	-1.9	-1	6	-6	-1.4	-0.9	-2	0.7	5
CC[C@@H](C)C(NC(=O)OC(C)(C)C)c1cn([C@@H](CCCCNC(=O)OC(C)(C)C)C(=O)N2CCN(C(=O)OC(C)(C)C)CC2)nn1 (stereo not given in full)	-8.5	-1	1	-2	0.5	-0.5	-2	1.0	-1
COc1ccc2oc(=Nc3cc(F)ccc3F)c(C(N)=O)cc2c1	5.9	4	6	-4	1.2	-2.9	-2	-0.1	7
CC(C)N1CCC(N2CCN(C/C=C/c3ccccc3)CC2CCO)CC1 (stereo not given)	·	2	0	-17	-0.3	-0.2	-1	-1.1	·
O=C(NC(=O)c1ccccc1)Nc1ccc(Cl)cn1	1.5	-1	6	7	1.1	i	2	-1.7	1
O=C(Nc1ccc(S(=O)(=O)Nc2ncccn2)cc1)c1nn(Cc2ccccc2)c(=O)c2ccccc12	1.0	3	-6	3	1.1	-0.4	0	-0.5	7
CCC(=O)c1ccc(OCC(O)CN2CCCCC2)cc1 (stereo not given)	·	-6	-9	-4	5.0	1.2	16	-0.3	-8
O=C(COc1ccccc1)NC(=S)Nc1ccc2c(c1)Cc1ccccc1-2	0.6	0	-3	-6	-0.1	-0.1	1	-0.9	1
NC(=O)[C@H]1CC2(CC(c3cccc(NC(=O)[C@H]4CCC(=O)N4)c3)=NO2)CN1C(=O)c1ccccc1C(=O)c1ccccc1 (stereo not given in full)	·	·	1	-14	-0.2	i	-7	-1.2	5
O=C(NCC1CCCO1)C(c1ccc(F)cc1)N(C(=O)Cn1nnc(-c2ccc(F)cc2)n1)c1cccc(O)c1 (stereo not given)	-0.2	11	6	6	-0.4	i	-1	0.9	7
CCOc1ccc(N(CC(=O)Nc2ccccc2OCC)S(=O)(=O)c2c(C)noc2C)cc1	1.1	-1	16	-3	0.3	i	-3	-1.2	14
Cc1cc(Br)cn2c(Cc3ccsc3)c(-c3ccc(F)cc3)nc12	1.6	·	·	·	1.9	·	-2	·	-3
O=C(CSc1nc2c(c(=O)n1-c1ccc(F)cc1)SCC2)Nc1ccc2c(c1)OCO2	·	-4	2	1	0.1	-0.6	4	0.9	-10
Cc1cccc(C(=O)Nc2ccc(Oc3cnccn3)cc2)c1	0.5	-5	-1	3	-2.7	i	3	-2.2	-1
COc1ccc(NC(=O)CCNC(=O)C2CCN(S(=O)(=O)c3ccc(F)cc3)CC2)cc1OC	-1.1	-6	-5	0	0.5	-0.5	1	-1.2	-1
Cc1ccc(S(=O)(=O)N(CC(=O)N2CCOCC2)c2ccc(Br)cc2)cc1	0.7	-9	18	-6	-4.8	-0.7	6	-1.1	-4
Cc1ccc(NC(=S)NCc2ccccc2)cc1[N+](=O)[O-]	0.7	2	-5	5	-0.2	-0.5	-3	0.6	-3
CCOc1cc(CNCCCN2CCOCC2)cc(Br)c1OCC(=O)Nc1cccc(C(F)(F)F)c1	·	2	-21	-4	0.1	-2.8	-4	-0.9	8
COc1ccc(N(CC(=O)N2CC=C(c3ccccc3)CC2)S(=O)(=O)c2c(C)noc2C)cc1	2.1	1	14	-3	-0.2	-0.3	4	-1.2	6
COc1cccc(N2CCN(c3ccc4nnc(CCC(=O)Nc5ccc(OC)c(OC)c5)n4n3)CC2)c1	1.4	3	8	-4	-0.9	i	1	0.4	1
Cc1cc(S(=O)(=O)NCc2ccccc2)ccc1OCC(=O)NCc1ccncc1	1.1	5	-8	12	0.2	0.5	-10	-0.8	5
Cc1cc(C(=O)NNC(=O)c2ccc(S(=O)(=O)N(C)C)cc2)c(C)o1	0.3	3	0	-13	0.4	-0.2	1	-0.1	1
CC(Oc1ccc(Br)cc1)C(=O)NNC(=O)CCN1CCN(c2ccccc2)CC1 (stereo not given)	-0.7	·	8	12	-3.5	-1.2	-3	0.2	1
NS(=O)(=O)c1ccc(CCNC(=O)/C=C/c2ccc(S(=O)(=O)N3CCOCC3)cc2)cc1	1.1	·	-3	-8	0.2	-5.5	2	0.3	-19
COc1ccc(CCNC(=O)c2cc3c(=O)n4cccc(C)c4nc3n(CC3CCCO3)c2=N)cc1 (stereo not given)	-0.4	-6	0	-13	5.1	0.5	5	0.2	-30
CCOC(=O)C1(C(=O)OCC)C(c2ccccc2)CC(O)N1C(C)=O (stereo not given)	-0.1	-1	1	-14	-0.2	-0.2	-1	-1.1	-3
COC(=O)c1ccc(C(=O)OC)c(NC(=S)N2CCN(c3ccccc3F)CC2)c1	·	0	13	9	-1.3	-0.7	-5	1.4	-5
Cc1ccc(-c2cc(N)n3nc(-c4ccc(C)cc4)cc3n2)cc1	·	-1	-5	-7	0.4	i	-1	-1.0	6
Cc1cc(C)c(NC(=O)/C(C#N)=C/c2ccc(OCc3ccc(F)cc3)cc2)c(C)c1	0.1	-5	0	0	0.5	-3.1	-2	0.6	-8
Cc1cc2c(cc1C)NC(c1ccccn1)C1=C(CC(C)(C)CC1=O)N2 (stereo not given)	·	5	-6	-9	-0.3	i	-7	-1.3	-1
O=C(CSc1ccc(-c2ccc(Cl)cc2)nn1)NC1CCCC1	-0.7	3	5	0	0.7	i	3	-1.2	1
CCOc1ccc(-c2nn(-c3ccccc3)cc2/C=C2\SC(N)=NC2=O)cc1C	·	2	3	·	-0.5	i	-3	-0.1	1
C=CCNC(=O)NC(=O)COC(=O)COc1ccc(Br)cc1F	·	0	10	-10	·	-0.3	·	-0.1	3
CCCCOc1ccc(C(=O)NCC(=O)NC2CC2)cc1	2.7	·	5	-1	-4.2	i	-3	0.3	-1
COCCNc1nnc(SCC(=O)Nc2nnc(-c3ccccc3)o2)s1	0.9	·	-3	-18	-0.2	-0.6	-1	-1.0	2
O=C(Nc1cccc(NC(=O)c2ccccc2Cl)c1)c1ccc(F)cc1	-0.5	0	3	-11	·	-0.5	·	-0.5	1
CCCNC(=O)C1(C)CCN1C(=O)Cc1ccc(C(C)(C)C)cc1 (stereo not given)	-0.8	·	-6	·	-0.2	i	-4	·	-3
CCOC(=O)N/N=C/c1cn(Cc2ccc(Cl)cc2)c2ccccc12	·	-3	-5	·	-0.5	-0.5	-4	-0.4	19
CC(C)NC(=O)CC1Nc2c3ccccc3nc(=S)n2C1=O (stereo not given)	·	1	-3	4	-0.4	-0.3	-4	-0.9	-7
CCn1c(=O)c2c(cnn2C)c2ccccc21	·	0	2	-24	-0.5	i	-6	-0.6	-5
Cc1nc2ccc(NS(=O)(=O)c3ccc(F)cc3F)cc2s1	1.4	·	1	2	·	i	·	-1.3	6
COc1cc(C(=O)NC(=S)NCc2ccncc2)cc(OC)c1OC	1.1	·	-4	·	0.2	-1.3	2	·	12
C=C1CCC[C@]2(C)C[C@H]3OC(=O)C(CN4CCOCC4)[C@H]3C[C@@H]12 (stereo not given in full)	-3.1	-5	-4	-8	0.3	i	2	0.1	-2
COc1cc(CN2C[C@@H](CO)O[C@@H](n3cnc4c(N(C)C)ncnc43)C2)cc(OC)c1OC	1.2	·	6	·	0.1	i	-5	·	-3
CCOC(=O)C1=C(C)NC(C)=C(C(=O)OCC)C1C(=O)OCC(N)=O	0.4	1	1	-3	0.0	i	0	-0.6	-6
CCOC(=O)N1CCN(C(=O)CNS(=O)(=O)c2c(C)cc(C)cc2C)CC1	-1.1	-7	3	-5	-2.1	-0.2	2	0.3	-6
Cc1cc(-c2n[nH]c(=S)n2Cc2ccccc2)cs1	-0.4	4	7	-7	-1.0	-0.3	-1	0.4	-3
CCOC(=O)c1c(C)[nH]c(C(=O)COC(=O)C2(C)CC2(Cl)Cl)c1C (stereo not given)	·	-5	1	-1	0.1	12	-1	-1.1	5
OCCCNc1cc(-c2ccnc(Nc3cccc(Cl)c3)n2)ccn1	0.9	·	-1	8	0.5	1.7	-6	1.5	42*

(next part)
SMILES	TcdB inh	3CLpro inhibitor	Yp Topo-I inh	PriA SSB inh	BoNT A protease	Vc quorum ag	Anthrax LF prot	PfHsp40 rescue	PrPC TRFRET
Cc1ccc(C(=O)NCC(c2ccc(F)cc2)N2CCOCC2)cc1S(=O)(=O)N1CCOCC1 (stereo not given)	0.3	·	-9	1	?	-0.3	?	-0.4	-3
Nc1ccc2sc(N)nc2c1	1.8	·	4	-2	0.1	2.4	-8	-1.0	-3
CC(C)c1nc(SCC(=O)NCc2ccccc2)n[nH]1	·	4	3	2	0.4	i	3	-1.6	-5
CCN1C(=O)/C(=C2/C=Cc3ccccc3N2CC)SC1=S	0.3	3	-14	·	-0.2	-0.3	-3	1.4	-17
CCNC(=O)N(C)c1c(CC)nc2ccc(C(=O)N3CCN(C(C)=O)CC3)cn12	0.3	·	1	·	0.3	-0.7	-3	·	-9
C=CCn1c(CCNC(=O)c2cccs2)nnc1SCC(=O)c1cccc([N+](=O)[O-])c1	·	1	5	19	3.9	i	0	-1.7	-14
Cc1ccc(OCCn2ccnc2)c([N+](=O)[O-])c1	-1.3	-4	0	-5	-6.3	i	-13	0.0	-1
CCCCCCn1cc(CN2CC(N(C)CCC)CS2(=O)=O)nn1 (stereo not given)	0.1	·	·	·	-0.4	·	-3	·	4
CC1CN(CCOc2ccccc2C(C)C)CC(C)O1 (stereo not given)	-0.6	3	4	-12	0.0	-0.4	-13	-0.2	7
Cc1nn(CCOc2ccccc2)c(=O)n1-c1ccccc1	·	2	6	7	0.2	-14	-4	1.3	-3

A portion from further up, for reference:
SMILES	TcdB inh	3CLpro inhibitor	Yp Topo-I inh	PriA SSB inh	BoNT A protease	Vc quorum ag	Anthrax LF prot	PfHsp40 rescue	PrPC TRFRET
C=CCn1c(CCNC(=O)c2cccs2)nnc1SCC(=O)c1cccc([N+](=O)[O-])c1	·	1	5	19	3.9	i	0	-1.7	-14
Cc1ccc(OCCn2ccnc2)c([N+](=O)[O-])c1	-1.3	-4	0	-5	-6.3	i	-13	0.0	-1
CCCCCCn1cc(CN2CC(N(C)CCC)CS2(=O)=O)nn1 (stereo not given)	0.1	·	·	·	-0.4	·	-3	·	4

(list continues)
SMILES	TcdB inh	3CLpro inhibitor	Yp Topo-I inh	PriA SSB inh	BoNT A protease	Vc quorum ag	Anthrax LF prot	PfHsp40 rescue	PrPC TRFRET
Cc1cc(Br)ccc1OCc1nnc(-c2ccccc2)o1	0.5	·	-4	-8	0.0	0.9	-9	·	-6
COC(=O)c1ccc(Cl)c(S(=O)(=O)N2CCCC2)c1	0.4	4	7	-14	0.2	-1.8	-2	-1.8	-2
CCC(c1nnnn1CS(=O)(=O)c1ccc(C)cc1)N1CCC(C(N)=O)CC1 (stereo not given)	0.7	-3	2	-9	0.6	-0.1	-5	-1.9	-2
Cc1ccc(NC(=O)C2CCN(S(=O)(=O)c3cccc(C(F)(F)F)c3)CC2)nc1	0.4	·	-16	-3	1.3	-1.4	0	0.2	3
CCCCn1c(N)c(N(CCOC)C(=O)c2cnc(C)cn2)c(=O)[nH]c1=O	0.6	·	-8	0	?	-1.2	?	0.7	2
Nc1c(C(=O)c2ccc(Cl)cc2)sc2c1c(=O)[nH]c(=O)n2-c1ccccc1	·	2	29	-5	-0.9	1.5	-2	-0.7	1
CC(=O)c1ccccc1OCCCOc1cccc2cccnc12	2.8	0	8	-14	0.9	-0.3	2	-0.1	-7

Some of the compounds tested; count on the stated rates, not on these rows.
